Screening results as filed in PubChem.
TROY signal inh: blocks TROY-dependent signaling in reporter cells | Q293 LMP1-TROYcd NF-kB luciferase reporter, 4 h | inhibition, % at 10 µM | 360,000 compounds, 0.98% hits;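 active = compounds whose plate-normalised and pattern-corrected inhibition of the luciferase reporter signal at the single screening dose is 50% or more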
EBV LMP1 NFkB: reduces LMP1-driven NF-kappaB luciferase signal | LMP1-induced NF-kappaB luciferase reporter cells, luminescence | inhibition, % at 12.5 µM | 350,000 compounds, 0.69% hits; in the data active = inhibition above about 41%;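 note: 0% = neutral control wells and 100% = reference inhibitor control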
CF NFkB inh: cystic fibrosis NF-kB activation inhibition; AID 588850; 360,000 compounds, 0.86% hits; inhibition, % at 5 µM; KKLEB NF-kB-GFP reporter, PAF-induced, GFP fluorescence overnight;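 active = at least 50% inhibition at 5 µM, scaled per plate between neutral and stimulator controls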;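 note: PAF is a Pseudomonas aeruginosa culture filtrate used as stimulus; plate controls were PAF-stimulated DMSO wells for no effect and unstimulated DMSO wells for full effect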
SRC1 inh: inhibits human SRC1 coactivator; 360,000 compounds, 0.12% hits; HEK293 GAL4-SRC1 luciferase reporter, luminescence; AID 588354; inhibition, % at 3.6 µM;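 active = inhibition above the campaign mean plus 3 SD, with each screening campaign given its own cutoff, cut at about 60% in these data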;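 note: 0% = DMSO treated cells and 100% = gossypol at 36 µM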
KKLEB cytotox: counter-screen for CF NF-kB inhibitors: cytotoxicity | activity change (cytotoxicity), % at 5 µM | KKLEB CF airway cells viability, ATPlite luminescence, overnight; active compounds read low; cells stimulated with P. aeruginosa culture filtrate | 360,000 compounds, 0.36% hits;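 active = corrected activity change at or below -50% at 5 µM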
COUP-TFII inh: blocks human COUP-TFII nuclear receptor. HEK293T NGFI-A luciferase reporter, luminescence. inhibition, % at 8.6 µM. 370,000 compounds, 0.7% hits. AID 686940;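 active = inhibition above a per-plate cutoff, mean inhibition of test wells between control levels plus 3 SD, cut at about 38% in these data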;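 note: cells cotransfected with COUP-TFII expression vector driving the NGFI-A reporter; 0% = median of COUP-TF2 test wells and 100% = reporter-only cells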
Target sequence (P24468 whole entry, looked up): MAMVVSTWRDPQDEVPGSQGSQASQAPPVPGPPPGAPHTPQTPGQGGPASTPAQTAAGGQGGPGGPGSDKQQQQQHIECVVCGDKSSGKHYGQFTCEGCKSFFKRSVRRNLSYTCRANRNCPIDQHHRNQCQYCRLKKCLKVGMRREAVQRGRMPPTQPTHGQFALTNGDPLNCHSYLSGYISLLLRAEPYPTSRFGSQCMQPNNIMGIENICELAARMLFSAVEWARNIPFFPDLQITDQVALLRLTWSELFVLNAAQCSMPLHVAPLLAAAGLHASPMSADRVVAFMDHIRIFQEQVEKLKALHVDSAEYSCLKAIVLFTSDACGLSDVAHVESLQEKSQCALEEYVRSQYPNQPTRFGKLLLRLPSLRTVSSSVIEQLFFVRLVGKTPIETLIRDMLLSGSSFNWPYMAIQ
NR5A2 inv ag: NR5A2 inverse agonism in reporter assay; HEK293T StAR-luciferase reporter, LRH-1 transfected, 24 h; inhibition, % at 3.6 µM; 360,000 compounds, 0.13% hits;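 active = inhibition above the mean inhibition of all tested compounds plus 3 SD, cut at about 73% in these data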;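 note: 0% = DMSO wells and 100% = reporter-only cells lacking LRH-1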
Target sequence (O00482 whole entry, looked up): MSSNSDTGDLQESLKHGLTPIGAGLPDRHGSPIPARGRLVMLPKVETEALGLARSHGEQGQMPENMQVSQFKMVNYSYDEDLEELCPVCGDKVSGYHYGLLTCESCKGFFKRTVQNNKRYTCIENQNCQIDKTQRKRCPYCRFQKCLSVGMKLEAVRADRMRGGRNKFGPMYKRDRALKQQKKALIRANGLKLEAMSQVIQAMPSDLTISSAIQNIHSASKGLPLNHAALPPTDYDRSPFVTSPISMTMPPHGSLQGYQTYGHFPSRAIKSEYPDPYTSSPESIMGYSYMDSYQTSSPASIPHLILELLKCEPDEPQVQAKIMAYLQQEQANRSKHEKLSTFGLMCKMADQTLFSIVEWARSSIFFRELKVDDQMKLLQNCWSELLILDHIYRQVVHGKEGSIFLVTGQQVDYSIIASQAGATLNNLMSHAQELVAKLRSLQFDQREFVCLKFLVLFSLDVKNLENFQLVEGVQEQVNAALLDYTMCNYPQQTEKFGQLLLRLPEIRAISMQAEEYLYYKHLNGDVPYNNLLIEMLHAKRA
TRAIL sens C8: sensitizes caspase-8 expressing cells to TRAIL; NB7+C8 cells + TRAIL, ATPlite viability luminescence; inhibition (viability loss, TRAIL sensitization), % at 10 µM; 360,000 compounds, 1% hits; AID 624354;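 active = compounds causing at least 50% loss of cell viability in the single-dose screen, relative to plate controls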
Shn3 inh set2: reduces Shn3 3'UTR luciferase signal in osteoblasts | Clone20 osteoblast Shn3 3'UTR firefly luciferase, 24 h | inhibition, % at 12.5 µM | 360,000 compounds, 0.52% hits | AID 588674;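 active = mean inhibition of at least 75% with every replicate also reaching 75%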;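 note: 0% = median of neutral control wells and 100% = pilot-screen positive control compound; some compounds past the cut are filed as inactive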
NCOA3 inh: inhibitors of human steroid receptor coactivator 3 (SRC3); Q9Y6Q9; HEK293 GAL4-SRC3 luciferase reporter, luminescence; inhibition, % at 3.6 µM; 360,000 compounds, 0.17% hits; AID 588352;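 active = inhibition above a per-campaign cutoff, the mean of all compounds plus 3 SD, cut at about 60% in these data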;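 note: 0% = DMSO-treated cells and 100% = gossypol-treated cells at 36 µM; higher means less SRC3-driven luciferase light from the GAL4 reporter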
TWEAK-Fn14 inh: blocks TWEAK-Fn14 interaction in a reporter cell assay | 360,000 compounds, 2% hits | TWEAK-stimulated Fn14 reporter cells, luciferase luminescence, 8 h | inhibition, % at 10 µM; in the data active = inhibition above about 50%
* hit, by the source's call; . = no result given. This is a subset; rates above refer to the full screens.

Key to letters – A = TROY signal inh; B = EBV LMP1 NFkB; C = CF NFkB inh; D = SRC1 inh; E = KKLEB cytotox; F = COUP-TFII inh; G = NR5A2 inv ag; H = TRAIL sens C8; I = Shn3 inh set2; J = NCOA3 inh; K = TWEAK-Fn14 inh
COc1ccc(C(=O)COC(=O)/C=C/c2ccco2)cc1F
  A: -22 | B: 3 | C: 8 | D: 0 | E: -9 | F: 7 | G: 9 | H: 8 | I: -22 | J: -7 | K: 7
Cc1nc(CC(=O)N2CCN(c3cccc(C)c3C)CC2)cs1
  A: -13 | B: 1 | C: 1 | D: -2 | E: 12 | F: 15 | G: -7 | H: 7 | I: -2 | J: 1 | K: -16
O=C(Nc1nc([C@@H]2O[C@H](CO)[C@@H](O)[C@H](O)[C@H]2O)cs1)NC(c1ccccc1)c1ccccc1
  A: 19 | B: . | C: 11 | D: -50 | E: 0 | F: -4 | G: 13 | H: -3 | I: -18 | J: 8 | K: -14
COc1cccc(C(=O)Nc2nc(-c3ccncc3)cs2)c1
  A: -4 | B: 21 | C: -19 | D: -2 | E: 7 | F: -9 | G: 3 | H: 4 | I: 9 | J: -25 | K: -7
CCOC(=O)CSc1nc2sc3c(c2c(=O)[nH]1)CC(C)(C)OC3
  A: -4 | B: -3 | C: -3 | D: 5 | E: 2 | F: 6 | G: 8 | H: -3 | I: 2 | J: 12 | K: -8
CN(Cc1cn(Cc2cccc(Cl)c2)nn1)C1CN(Cc2cn(Cc3cccc(Cl)c3)nn2)S(=O)(=O)C1 (stereo unspecified)
  A: 8 | B: . | C: . | D: . | E: . | F: 6 | G: 3 | H: -22 | I: . | J: . | K: -12
CCNS(=O)(=O)c1ccc(CCC(=O)N2CCCC2)cc1
  A: 12 | B: -3 | C: -2 | D: 8 | E: 6 | F: 3 | G: 1 | H: 10 | I: -22 | J: -3 | K: 8
O=C(NCc1ccccc1)c1ccc(S(=O)(=O)NCc2ccco2)cc1
  A: -6 | B: -5 | C: 3 | D: -1 | E: -12 | F: -2 | G: -17 | H: -18 | I: 4 | J: -31 | K: -2
COc1ccc(NC2(c3ccccc3)OC(=O)c3ccccc32)cc1 (stereo unspecified)
  A: -13 | B: 7 | C: 5 | D: 1 | E: -5 | F: -6 | G: -8 | H: -13 | I: -11 | J: -29 | K: 5
CC(=O)N1CCN(Cc2nc3ccc(Cl)cc3n2CCO)CC1
  A: 0 | B: -10 | C: -12 | D: -5 | E: 11 | F: 4 | G: -26 | H: -10 | I: 7 | J: 0 | K: 7
O=C(COC(=O)c1ccc(Br)o1)Nc1ccc(F)cc1[N+](=O)[O-]
  A: -2 | B: -1 | C: -13 | D: -3 | E: 6 | F: -6 | G: -17 | H: 5 | I: 9 | J: -12 | K: -2
COc1ccc(CN2c3cc(S(=O)(=O)N4CCOCC4)ccc3N3CCCC32)cc1 (stereo unspecified)
  A: 12 | B: 4 | C: 4 | D: 2 | E: 5 | F: 5 | G: 0 | H: -7 | I: 13 | J: 13 | K: 1
COc1ccc(CN2CCCN(C)CC2)c(OC)c1C
  A: -8 | B: 2 | C: 7 | D: 1 | E: 0 | F: -6 | G: -8 | H: -5 | I: 2 | J: -4 | K: -3
CCc1ccc([C@@H]2C[C@H]3[C@@H](CN2S(=O)(=O)c2ccc(C)cc2)C(=O)C[C@@H](c2ccc(Cl)cc2)N3S(=O)(=O)c2ccccc2C)cc1
  A: -1 | B: 1 | C: -7 | D: 12 | E: 10 | F: 14 | G: 7 | H: 2 | I: 18 | J: 1 | K: -14
CCn1c(O)c(N=NC(=O)CNC(=O)/C=C/c2ccccc2)c2ccccc21
  A: 14 | B: -5 | C: -10 | D: 19 | E: 10 | F: -8 | G: -7 | H: 8 | I: 16 | J: -2 | K: -5
O=C(c1ccc(OC2CCN(Cc3ccccn3)CC2)cc1)N1CCC[C@H]1CO
  A: -14 | B: 0 | C: 16 | D: -4 | E: -8 | F: 2 | G: 12 | H: -5 | I: -10 | J: 2 | K: 0
O=C(NC1CC1)c1ccc(CN(c2ccccc2)S(=O)(=O)c2ccccc2)cc1
  A: -16 | B: 3 | C: 3 | D: 10 | E: -9 | F: 2 | G: -14 | H: 7 | I: 11 | J: 9 | K: 1
Cc1cccc(C)c1NC(=O)NC1CC2CCC(C1)N2Cc1cccs1 (stereo unspecified)
  A: 12 | B: 6 | C: -10 | D: -1 | E: -8 | F: 5 | G: 3 | H: -20 | I: 5 | J: 14 | K: 0
CC(C)(C)NS(=O)(=O)c1ccc(CCC(=O)Nc2ccc3c(c2)OCO3)cc1
  A: -16 | B: 6 | C: -20 | D: -10 | E: -9 | F: 19 | G: -7 | H: -3 | I: 3 | J: 2 | K: -5
O=C(COc1ccccc1Cl)NCCNC(=O)c1ccncc1
  A: -22 | B: -1 | C: -4 | D: 9 | E: -16 | F: -10 | G: 0 | H: 4 | I: 7 | J: -10 | K: -5
Cc1c(C(=O)N(C)Cc2ccc(OC(F)F)cc2)oc2ccccc12
  A: 3 | B: -6 | C: 6 | D: -4 | E: -16 | F: -7 | G: 13 | H: 18 | I: 2 | J: -6 | K: -30
CCOc1ccc2nc(SC3CC(=O)N(c4cccc(OC)c4)C3=O)sc2c1 (stereo unspecified)
  A: -13 | B: -13 | C: 26 | D: -84 | E: -9 | F: -17 | G: -54 | H: 5 | I: -37 | J: -19 | K: -13
O=c1[nH]c2cc3c(cc2cc1CN(Cc1nnnn1CC1CCCO1)C1CCCC1)OCO3 (stereo unspecified)
  A: 15 | B: 5 | C: -2 | D: -18 | E: 1 | F: 7 | G: -38 | H: -4 | I: -12 | J: -21 | K: 5
COc1cccc(/C(C)=N/Nc2ncc(Cl)cc2Cl)c1
  A: -57 | B: -8 | C: -4 | D: -69 | E: 2 | F: -28 | G: -15 | H: 7 | I: -54 | J: -32 | K: -59
COc1ccc(S(=O)(=O)NC(=O)C2(C)CCN2C(=O)Cc2ccccc2)cc1OC (stereo unspecified)
  A: -4 | B: . | C: 14 | D: -15 | E: 12 | F: 11 | G: 5 | H: 10 | I: -7 | J: -29 | K: 0

Profiles as entered above. Values in the order: TROY signal inh | EBV LMP1 NFkB | CF NFkB inh | SRC1 inh | KKLEB cytotox | COUP-TFII inh | NR5A2 inv ag | TRAIL sens C8 | Shn3 inh set2 | NCOA3 inh | TWEAK-Fn14 inh
Results for CCOc1ccc2nc(SC3CC(=O)N(c4cccc(OC)c4)C3=O)sc2c1 (stereo unspecified) = -13 | -13 | 26 | -84 | -9 | -17 | -54 | 5 | -37 | -19 | -13
Results for Cc1cccc(C)c1NC(=O)NC1CC2CCC(C1)N2Cc1cccs1 (stereo unspecified) = 12 | 6 | -10 | -1 | -8 | 5 | 3 | -20 | 5 | 14 | 0

Next compounds
Key to letters – A = TROY signal inh; B = EBV LMP1 NFkB; C = CF NFkB inh; D = SRC1 inh; E = KKLEB cytotox; F = COUP-TFII inh; G = NR5A2 inv ag; H = TRAIL sens C8; I = Shn3 inh set2; J = NCOA3 inh; K = TWEAK-Fn14 inh
COc1ccc(C2/C(=C(/O)c3ccc(F)cc3)C(=O)C(=O)N2CCCN(C)C)cc1 (stereo unspecified)
  A: -19 | B: 1 | C: -7 | D: -20 | E: 4 | F: 6 | G: -12 | H: -8 | I: -29 | J: 8 | K: 5
COc1ccc(/C=C/C(=O)c2ccccc2)cc1COc1ccccc1F
  A: -38 | B: -20 | C: 3 | D: 1 | E: -8 | F: -1 | G: 35 | H: 8 | I: 29 | J: 25 | K: 15
O=C1[C@@H](Oc2ccccc2)[C@@H](c2cccnc2)N1c1ccccc1
  A: 1 | B: 10 | C: 11 | D: 11 | E: -4 | F: 20 | G: 19 | H: 22 | I: 22 | J: 5 | K: 14
COc1ccc(C(=O)Nc2cc(C)on2)cc1
  A: -46 | B: 0 | C: -3 | D: -90 | E: 2 | F: -13 | G: -119 | H: 57* | I: -44 | J: -91 | K: 15
COc1ccc(S(=O)(=O)Cc2ccc(C(=O)N3CCN(c4ccc(Cl)cc4)CC3)o2)cc1
  A: 21 | B: 11 | C: -9 | D: -12 | E: 4 | F: -3 | G: -36 | H: 7 | I: 16 | J: 3 | K: 13
CCCn1nnc(NC(=O)c2ccc(-c3cccc(Cl)c3)o2)n1
  A: -28 | B: 0 | C: -25 | D: -29 | E: 1 | F: -32 | G: -66 | H: -1 | I: -9 | J: -48 | K: 6
CCO[C@@H]1OC(C(=O)N2CCOCC2)=C[C@H](c2ccc(C(F)(F)F)cc2)[C@H]1CCCO
  A: -11 | B: 4 | C: 0 | D: 4 | E: -2 | F: 3 | G: -3 | H: 11 | I: -8 | J: -3 | K: -5
CCCn1c(SCC(=O)N(C)CC(=O)Nc2ccc(C)cc2)n[nH]c1=O
  A: -25 | B: -5 | C: 6 | D: -18 | E: 12 | F: 12 | G: -14 | H: 0 | I: -12 | J: -31 | K: 13
COc1cc(NC(=O)NCC2CCN(Cc3ccccc3Cl)CC2)cc(OC)c1OC
  A: 11 | B: -2 | C: -5 | D: 4 | E: -6 | F: -6 | G: 12 | H: -2 | I: 16 | J: 1 | K: -7
CCN(CC(=O)NC(C)C)C(=O)C(CCSC)NC(=O)c1cccc(C)c1 (stereo unspecified)
  A: 18 | B: -3 | C: 2 | D: -3 | E: 2 | F: 5 | G: -2 | H: 3 | I: 9 | J: 5 | K: 7
S=C(NC12CC3CC(CC(C3)C1)C2)N1CCCC1
  A: 2 | B: 5 | C: 5 | D: -6 | E: -12 | F: -2 | G: -7 | H: -10 | I: 20 | J: 12 | K: -17
COc1ccccc1NC(=O)c1ccc2c(O)c(S(=O)(=O)c3ccccc3)c(=O)[nH]c2c1
  A: -6 | B: 5 | C: 15 | D: 6 | E: 3 | F: -14 | G: -9 | H: 4 | I: 3 | J: -5 | K: -2
CCCCC(=O)N(C)c1c(C)nc2ccc(C(=O)Nc3cccc(NS(C)(=O)=O)c3)cn12
  A: -4 | B: . | C: -2 | D: 8 | E: -5 | F: -8 | G: 6 | H: -10 | I: -10 | J: 8 | K: -5
CN[C@H]1CCc2cc(OC)c(OC)c(OC)c2-c2ccc(N(C)CC(OC)OC)c(=O)cc21
  A: -12 | B: 1 | C: 8 | D: -9 | E: -3 | F: -42 | G: 10 | H: 22 | I: 19 | J: -7 | K: 8
COc1cc(S(=O)(=O)N(CCc2ccccc2)Cc2cccs2)ccc1-n1cnnn1
  A: 6 | B: -10 | C: 24 | D: 10 | E: -20 | F: -32 | G: 12 | H: -5 | I: -11 | J: -5 | K: -23
COc1ccc(/C(N)=N/OC(=O)c2ccc3ccccc3c2)cc1OC
  A: -73 | B: 3 | C: -12 | D: 2 | E: 5 | F: -3 | G: -18 | H: 96* | I: 1 | J: -4 | K: -55
CCOc1ccc2ncc(S(=O)(=O)c3ccccc3)c(N3CCN(c4ccc(OC)cc4)CC3)c2c1
  A: -4 | B: 4 | C: 5 | D: 12 | E: 2 | F: -3 | G: -10 | H: 3 | I: -2 | J: -6 | K: -5
CC(C)Cn1nc(NC(=O)C(C)(C)C)c2cc3ccccc3nc21
  A: 5 | B: 20 | C: -3 | D: 6 | E: -2 | F: -14 | G: 11 | H: 4 | I: -10 | J: -12 | K: 10
Clc1cccc(Cc2c(-c3cccc(Cl)c3)nc3ccc(Cl)cn23)c1
  A: -3 | B: . | C: 20 | D: -28 | E: -21 | F: -21 | G: -65 | H: 1 | I: -70 | J: -27 | K: -9
